DAX1 inh-1 – inhibits human nuclear receptor DAX1 | inhibition, % at 6.75 µM | 340,000 tested, 0.99% active | HEK293 Gal4-DAX1 luciferase reporter, luminescence | P51843 | AID 504766;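 active = inhibition above the mean over all tested compounds plus 3 SD, cut at about 4.2% in these data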;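 also: 0% = DAX1-transfected cells with DMSO and 100% = empty-vector control cells with DMSO; inhibition shows as a rise in luminescence from relieved DAX1 repression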
Target sequence (P51843 207-470 limits assumed): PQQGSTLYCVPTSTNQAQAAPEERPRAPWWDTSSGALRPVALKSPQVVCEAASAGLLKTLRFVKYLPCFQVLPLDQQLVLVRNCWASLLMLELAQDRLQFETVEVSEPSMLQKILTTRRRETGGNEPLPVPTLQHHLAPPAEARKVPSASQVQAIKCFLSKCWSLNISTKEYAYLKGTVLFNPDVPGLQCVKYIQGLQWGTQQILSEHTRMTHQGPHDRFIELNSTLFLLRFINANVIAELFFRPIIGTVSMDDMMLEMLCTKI
ADAM10 inh – inhibitors of human ADAM10; O14672; recombinant ADAM10, EDANS/DABCYL FRET peptide cleavage, 3 h; inhibition, % at 7 µM; 370,000 tested, 0.62% active; AID 720582;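 active = inhibition above a per-campaign cutoff equal to the mean of compounds falling between control-based bounds plus 3 SD, cut at about 20% in these data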;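 also: 0% = DMSO wells while the 100% control is not disclosed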
FXN GAA850 act – frataxin GAA850 promoter activation; HEK293 lucGAA850 FXN promoter luciferase reporter, 24 h; percent of 10 µM SAHA response; 360,000 tested, 0.56% active; activation, % at 6 µM;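 active = activation above the average of all compounds screened plus 3 SD, cutoff fixed separately per campaign, cut at about 7.5% in these data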;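 also: 0% = DMSO wells and 100% = 10 µM SAHA wells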
NPR1 activator – GC-A (human) enzyme activation | P16066 | HEK293 GC-A cells, cGMP TR-FRET, EC30 ANP; 0% at EC30 ANP, 100% saturating ANP | activation, % at 10 µM | 370,000 tested, 0.14% active | AID 1671463; in the data active = activation above about 40%
hgDAF-12 ag – hgDAF-12 agonism, primary luciferase screen. HEK293 GAL4-hgDAF12 UAS-luciferase reporter, agonist luminescence; normalized to butyrate control. activation, % at 6.8 µM. 370,000 tested, 1.8% active. AID 687014;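 active = activation above a cutoff set at the mean of all screened compounds plus 3 SD, cut at about 10% in these data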;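 also: 0% = DMSO wells and 100% = sodium butyrate wells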
PG9 Ab binder – binds the HIV-1 gp120 antibody PG9 | TR-FRET gp120-PG9 antibody binding | inhibition, % at 6.7 µM | 360,000 tested, 0.43% active | AID 624416; in the data active = inhibition above about 8.5%
hcDAF-12 act – activates DAF-12 receptor from parasite H. contortus | HEK293 hcDAF-12 lit1-tk-luc reporter, luminescence; 0% DMSO, 100% Δ7-dafachronic acid | activation, % at 6.8 µM | 370,000 tested, 1.4% active;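 active = activation above the mean of all tested compounds plus 3 SD, cut at about 5.5% in these data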;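 also: 100% = response to 3 µM Δ7-dafachronic acid high control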
ADAM17 inh – inhibitors of human ADAM17; P78536; recombinant ADAM17, EDANS/DABCYL FRET peptide cleavage; inhibition, % at 6.95 µM; 370,000 tested, 0.83% active; AID 720648;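 active = inhibition above the mean of compounds lying between control limits plus 3 SD, set per campaign, cut at about 8.5% in these data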;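 also: 0% = DMSO-only wells as the low control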
Target sequence (P78536 215-824 limits assumed): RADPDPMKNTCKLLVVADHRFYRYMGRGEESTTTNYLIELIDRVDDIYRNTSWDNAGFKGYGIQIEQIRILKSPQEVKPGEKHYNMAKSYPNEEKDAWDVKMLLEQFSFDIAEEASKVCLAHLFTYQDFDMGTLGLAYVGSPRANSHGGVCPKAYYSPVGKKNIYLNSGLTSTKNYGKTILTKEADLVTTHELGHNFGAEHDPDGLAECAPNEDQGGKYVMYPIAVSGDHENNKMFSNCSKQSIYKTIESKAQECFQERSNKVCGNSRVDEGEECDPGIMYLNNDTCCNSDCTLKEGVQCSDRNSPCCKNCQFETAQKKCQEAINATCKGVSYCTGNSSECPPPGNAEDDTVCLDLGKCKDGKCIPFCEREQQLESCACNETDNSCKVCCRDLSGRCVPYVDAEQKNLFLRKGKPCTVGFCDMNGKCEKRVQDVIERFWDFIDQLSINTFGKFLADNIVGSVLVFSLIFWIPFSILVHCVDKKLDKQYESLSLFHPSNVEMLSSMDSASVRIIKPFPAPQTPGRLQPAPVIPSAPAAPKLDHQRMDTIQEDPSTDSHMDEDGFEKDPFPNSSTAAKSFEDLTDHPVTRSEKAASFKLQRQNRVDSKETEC
DAX1 inh-2 – blocks DAX1 repression of SF-1 activated StAR promoter; inhibition, % at 6.8 µM; HEK293T StAR-luciferase reporter, SF-1/DAX-1 repression relief; 370,000 tested, 1.1% active; AID 652010;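 active = inhibition above the mean over all tested compounds plus 3 SD, cut at about 3.6% in these data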;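 also: 0% = DAX-1 cells with DMSO and 100% = cells lacking DAX-1 with DMSO; higher inhibition means more luminescence from relief of DAX-1 repression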
ssDAF12 agonist – activates DAF-12 receptor from parasite S. stercoralis; HEK293 ssDAF-12/GRIP1 lit1-tk-luc reporter, luminescence; % of 3 µM dafachronic acid response; activation, % at 6.8 µM; 370,000 tested, 1% active; AID 652126;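 active = activation above the mean over all tested compounds plus 3 SD, cut at about 0.9% in these data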;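 also: 0% = DMSO-only wells and 100% = 3 µM delta7-dafachronic acid wells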
SMARCA2 activ – activators of SMARCA2 function | MG213 cells, MMTV-luciferase reporter, dexamethasone, overnight | activation, % at 9.1 µM | 370,000 tested, 1% active; in the data active = activation above about 7.8%;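 also: 0% = vehicle wells and 100% = reference activator wells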
Active calls of the source: *; . = not tested or not shown. Not a hit list, and some 6.8% of all compounds hit somewhere here.

SMILES	DAX1 inh-1	ADAM10 inh	FXN GAA850 act	NPR1 activator	hgDAF-12 ag	PG9 Ab binder	hcDAF-12 act	ADAM17 inh	DAX1 inh-2	ssDAF12 agonist	SMARCA2 activ
Cc1cc(Br)c2c(c1)=C(c1sc(N3CCCCCC3)nc1O)C(=O)N=2	1.3	-16	3.3	2	2.4	-2.5	-0.4	-3	0.8	-1.6	1
CSc1ccccc1C(=O)NCc1cccnc1	0.1	6	0.4	-7	-2.4	-0.6	3.8	-1	0.1	-1.7	0
CC(C(=O)NCc1cccs1)n1cccc1 (stereo not given)	-1.1	-14	-0.3	2	-0.1	-0.8	1.3	-6	0.6	-0.5	0
O=C(COC(=O)c1ccccn1)NNC(=O)c1ccc(Br)cc1	0.4	-3	0.6	2	-1.2	0.3	-2.2	0	1.3	-1.0	-1
Fc1cccc(CSc2nc3ncccc3[nH]2)c1	-0.4	-8	1.8	-2	3.5	-1.7	0.4	-2	0.6	-0.7	2
COc1ccc(N2CCN(CCCNC(=O)C(=O)c3c(C)n(C)c4ccccc34)CC2)cc1	0.0	-7	1.0	-4	-2.1	-0.6	-2.4	-2	-0.2	-0.7	-2
Cc1nc(SCC(=O)NC(=O)NCc2ccccc2)nc(C)c1C	-0.2	-2	0.2	-3	-0.7	-0.2	-1.0	1	-0.2	-1.3	1
CCC(OC(=O)c1ccco1)C(=O)NCc1ccc(OC)cc1 (stereo not given)	-0.2	4	-0.4	1	0.2	-2.1	-2.1	-7	-0.1	-1.3	-4
COc1ccccc1Nc1nc(N)nc(CSc2nccn2C)n1	-0.7	5	1.6	0	3.3	-1.1	1.1	-3	-0.2	-1.2	-1
COCCN1Cc2cccc(C(=O)NCc3ccccn3)c2C1=O	0.7	-17	-0.8	8	-0.7	1.0	-0.1	-1	0.1	-0.7	1
CCOC(=O)c1c(C)[nH]c(C)c1C(=O)CSc1nc2ccccc2c(=O)n1-c1ccc(Cl)cc1	-1.5	15	-3.9	3	0.4	-0.6	-3.9	11*	-1.1	-1.8	-3
Cc1ccc2nc(SCC(=O)Nc3c(F)cccc3F)[nH]c2c1	0.8	2	1.9	4	-0.2	-1.3	-0.7	2	-1.0	-1.4	1
Cc1cc(C)cc(OCc2ccc(C(=O)N3N=C(C(F)F)CC3(O)C(F)F)o2)c1 (stereo not given)	0.6	13	0.9	0	-0.7	1.7	-2.6	1	0.0	-1.9	-4
CC(C)(C)CC(=O)Nc1ccc(-c2nnc3n2CCCCC3)cc1	-0.5	7	2.4	-4	2.2	0.4	0.4	0	0.3	-1.0	0
CCOC(CNCc1cc(C)c2[nH]c3ccccc3c2c1C)OCC	-1.8	-22	-4.2	-32	-3.0	0.4	-0.7	-3	-2.3	0.6	-2
CC(C)(C)c1ccc(/C=C/C(=O)Nc2cccnc2)cc1	2.1	7	2.5	-4	16*	-0.5	3.6	0	2.2	-0.2	3
CN1C(=O)C(=O)N(CC(=O)N2CCc3ccccc32)C1=O	0.1	2	1.3	3	3.0	0.2	-0.6	-5	-0.3	-1.1	2
Cc1ccnc(N2CCC(C(=O)Nc3ccc4c(c3)CCC4)CC2)n1	-1.3	-25	-1.3	4	-2.5	37*	-1.9	-7	-1.0	-1.6	-3
O=C(Cn1ccc2ccccc2c1=O)NCCC(=O)N1CCCCC1	0.8	-3	0.9	2	-0.8	-0.7	-1.3	-2	0.1	-0.4	2
CC1(C)N=C(N)N=C(N)N1c1ccc(Oc2ccc(Cl)cc2)c(Cl)c1	-4.1	0	-3.4	13	-9.2	-2.6	-3.5	-6	-1.6	-2.1	-3
CCCCC(=O)NC(c1ccccc1OC)c1ccc2cccnc2c1O (stereo not given)	-6.7	18	-8.9	-6	-11	-0.9	-3.2	9.0*	-3.4	-2.3	-7
COc1ccc(NC(=O)Cn2nnc(C(=O)NCc3ccc(C)cc3)c2N)cc1Cl	-0.3	2	-2.3	4	0.5	-1.7	-0.8	-2	-0.3	-0.9	-3
Cc1ccc(SCC(=O)Nc2ccc(F)cc2[N+](=O)[O-])cc1C	-1.9	9	2.8	5	0.0	-1.6	-0.3	3	-0.4	-1.2	0
COc1ccccc1NC(=O)C1(C)Cc2ccccc2C(=O)O1 (stereo not given)	-0.6	0	0.8	0	-0.5	1.1	-0.6	3	0.4	-0.7	1
S=C1NCN(C2CCCCC2)CN1Cc1ccccc1	-1.1	-4	1.4	-2	0.0	1.3	2.4	-2	-0.4	-1.2	4
O=C(Nc1cccc(Cl)c1)c1cc2c(=O)n3ccccc3nc2s1	0.0	-49	0.9	0	-1.9	-1.6	0.2	-20	-0.6	-0.3	3
CCCCc1ccc(NC(=O)C2CCCO2)cc1 (stereo not given)	1.8	0	0.5	9	11*	1.0	3.2	-3	1.9	-0.7	5
Fc1ccc(-c2nnn(Cc3ccc(F)cc3Cl)n2)cc1	0.8	3	0.9	3	-0.6	0.5	-1.6	1	0.4	-1.1	4
c1ccc2nc(-c3ccncc3)ccc2c1	-0.1	-13	0.5	2	9.2	0.1	1.5	-3	0.6	-0.7	1
COc1ccc(CCNC(=S)NC(=O)c2ccc(Br)cc2)cc1OC	0.9	-6	0.9	-2	3.8	-1.3	-0.1	-2	1.0	-1.4	-4
CSc1nnc([C@@H]2CCCN2C(=O)OC(C)(C)C)o1	-0.1	-7	0.7	1	-4.5	1.4	-0.4	-2	-0.6	-1.5	-3
Cc1ccc(OCC(=O)N(Cc2ccccc2)C(C)C)c([N+](=O)[O-])n1	-0.5	2	0.3	-6	2.2	-0.3	-0.1	-3	0.0	0.6	-4
CC1(c2ccc(Cl)cc2)NC(=O)N(CC(=O)N2CCc3ccccc3C2)C1=O (stereo not given)	-0.4	-8	1.4	1	0.7	-0.5	-0.1	-2	-0.6	-1.6	-1
O=C(NC(=S)Nc1ccc2oc(=O)ccc2c1)c1cccc(Cl)c1	0.3	-5	0.6	3	1.2	-1.4	-0.9	-1	-0.2	-0.3	-3
CC1=C/C(=N\NC(=O)c2ccc(O)cc2)CC1	-1.7	1	3.0	-8	4.0	0.1	-0.3	-1	1.7	-0.9	0
O=C(NC(=S)N1CCN(c2ccccc2)CC1)c1c(F)cccc1F	0.9	-2	-0.3	0	-1.8	-1.3	0.5	1	0.8	-1.4	-2
CNc1cc(C)nc(-n2nc(C)cc2C)n1	-0.1	0	0.2	-2	3.2	-0.8	0.2	-4	0.9	-0.4	0
COCCCn1c(SCC(=O)Nc2nc3ccccc3s2)nnc1-c1ccoc1C	0.3	-5	-1.4	.	0.3	0.0	-0.1	-2	-0.7	-0.9	0
COc1ccc(N2CCN(C(=O)COC(=O)c3ccc(OC(F)F)cc3)CC2)cc1	-1.0	-3	2.5	4	1.6	-0.6	-1.0	0	-1.1	-0.7	-1
Cc1cc(C)cc(NC(=S)Nc2ccccn2)c1	0.0	7	0.9	2	4.1	1.8	7.5*	2	0.5	0.7	2
Cc1ccc(NC(=O)/C=C/c2ccc3c(c2)OCO3)nc1	0.8	-49	4.7	-2	17*	-3.0	4.8	-12	3.2	-0.8	9.3*
CCc1ccc(NC(=O)C(C)OC(=O)c2ccc(NS(=O)(=O)c3ccc(C)c([N+](=O)[O-])c3)cc2)cc1 (stereo not given)	-0.7	29*	3.8	4	0.5	-1.9	-3.1	12*	-0.4	-1.8	-5
CC(C)[C@H](NC(=O)N1c2ccccc2NC(=O)[C@@H]1C(C)C)C(=O)N1CCC(C(=O)O)CC1	0.1	-20	-1.4	-2	4.3	0.1	1.3	1	0.3	0.6	3
COc1ccc(/C=C/C(=O)Nc2ccc3c(c2)CCC3)cc1OC	-1.8	8	3.1	-5	-1.8	0.4	-2.0	3	-1.1	-2.2	-2
Cc1cc(C(=O)N/N=C/c2ccc(N3CCOCC3)cc2)c(C)o1	0.6	-233	3.0	-1	3.4	-1.1	-1.1	-86	1.7	-2.0	-3
Fc1ccc(CSc2nncn2NCc2ccccc2)cc1	6.9*	-10	1.1	-3	0.3	0.3	0.6	-5	-0.4	-1.6	-3
Cc1cc(OCc2cc(C(=O)NCCN3CCCCC3CO)no2)cc(C)c1Cl (stereo not given)	0.1	-6	1.8	6	1.5	-0.9	-0.8	0	1.1	-1.0	1
COc1cccc(-c2nnc(NC(=O)c3ccc4ncsc4c3)o2)c1	-1.0	5	2.1	-5	4.0	0.3	0.2	-3	-0.3	-0.8	-2
O=C(Cc1ccc(Cl)cc1)Nc1cccnc1Cl	1.5	0	1.3	-2	-0.3	-1.6	-0.8	-3	-0.7	-1.2	-2
CN(C)c1ccc(NC(=O)CCN2C(=O)c3cccc([N+](=O)[O-])c3C2=O)cc1	1.3	9	0.7	-10	0.2	-7.9	7.0*	5	0.3	-0.4	-3
COc1ccc(/C=C/C(=O)c2cc(Br)ccc2OC(=O)c2ccco2)cc1OC	1.0	1	3.0	-5	0.1	-2.3	-1.5	0	0.8	-1.4	-1
COC(=O)[C@]12C[C@H](CC(=O)NCc3ccc(C)o3)C(=O)N(Cc3cccc4ccccc34)C1=C[C@H](COCc1ccccc1)O[C@@H]2C	.	8	.	-7	1.3	.	-3.4	6	-0.1	-1.4	-4
CN(Cc1ccccc1)C(=O)Cn1nnc(-c2ccccc2)c1COc1ccccc1	.	-17	2.7	-4	-4.5	0.2	-1.1	0	-2.3	-1.0	-8
